TAAR1 antagonist: human TAAR1 antagonists, primary screen, Fluo-8 calcium fluorescence, CHO RD-HGA16 cells; Trace amine-associated receptor 1 (Homo sapiens), Q96RJ0; inhibition, % at 3 µM; actives 1.5% (n = 360,000); AID 624466, 2012; antagonist;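 active = inhibition above a per-plate cutoff, the mean inhibition of test compounds on that plate plus 3 SD, cut at about 49% in these data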;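 note: 0% = DMSO plus EC80 beta-PEA response and 100% = DMSO alone without agonist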
Target sequence (Q96RJ0 whole entry, looked up): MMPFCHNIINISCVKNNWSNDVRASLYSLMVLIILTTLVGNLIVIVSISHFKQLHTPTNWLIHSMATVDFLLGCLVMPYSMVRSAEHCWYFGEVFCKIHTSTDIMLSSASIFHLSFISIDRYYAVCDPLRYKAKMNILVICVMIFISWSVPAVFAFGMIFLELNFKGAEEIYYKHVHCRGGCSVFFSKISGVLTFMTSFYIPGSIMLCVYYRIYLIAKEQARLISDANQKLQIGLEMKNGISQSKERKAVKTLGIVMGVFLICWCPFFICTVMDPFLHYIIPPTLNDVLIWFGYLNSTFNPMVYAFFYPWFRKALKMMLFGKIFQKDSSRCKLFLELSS
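Assay system: RD-HGA16 CHO cells with stable hTAAR1 and Gα16 / Reagent: EC80 β-phenethylamine stimulus / Doses: 3 µM, single point / Timing: dye loading 75 min at 37 °C, then 30 min room temperature / Measured by: Fluo-8 intracellular calcium dye fluorescence, real-time kinetic reads / Controls: vehicle wells and EC80 agonist wells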
M1 ag parental: counter-screen for M1 agonists: effect in parental CHO-K1 cells. activation, % at 3 µM. actives 0.48% (n = 360,000). Fluo-8 calcium fluorescence; scaled to maximal ATP response, vehicle zero; in the data active = activation above about 15%;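 note: untransfected CHO-K1 host cells lacking M1 receptor as counterscreen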
CHRM1 PAM: human M1 muscarinic receptor positive allosteric modulators, primary screen, CHO-K1 cells, Fluo-8 calcium fluorescence, 1536-well; activation, % at 3 µM; CHO-K1 hM1, ACh EC20; 0% = ACh EC20, 100% = maximal ACh; AID 588819, 2011; actives 0.088% (n = 360,000); in the data active = activation above about 19%, passing the limit was not always enough
Target sequence (P11229 whole entry, looked up): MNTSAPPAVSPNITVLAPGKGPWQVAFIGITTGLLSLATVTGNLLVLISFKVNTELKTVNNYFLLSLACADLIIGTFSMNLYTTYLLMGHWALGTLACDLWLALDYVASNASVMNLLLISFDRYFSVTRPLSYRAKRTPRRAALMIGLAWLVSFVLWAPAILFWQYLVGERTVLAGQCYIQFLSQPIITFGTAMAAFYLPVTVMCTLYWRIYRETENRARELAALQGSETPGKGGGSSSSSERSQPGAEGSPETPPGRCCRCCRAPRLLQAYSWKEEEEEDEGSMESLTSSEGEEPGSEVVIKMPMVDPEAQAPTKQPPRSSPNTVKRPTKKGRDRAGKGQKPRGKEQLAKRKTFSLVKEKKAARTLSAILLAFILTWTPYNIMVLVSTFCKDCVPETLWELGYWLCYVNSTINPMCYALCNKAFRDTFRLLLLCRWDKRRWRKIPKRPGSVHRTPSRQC
CHRM1 antagonist: human M1 muscarinic receptor antagonists, primary screen, CHO-K1 cells, Fluo-8 calcium fluorescence, 1536-well; Muscarinic acetylcholine receptor M1 (Homo sapiens), P11229; CHO-K1 hM1, ACh EC80 antagonist; inhibition, % at 3 µM; actives 1.3% (n = 360,000); AID 588852, 2011;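 active = percent inhibition above its own plate's cutoff, namely the mean of that plate's compound wells plus 3 SD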;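 note: peak over basal fluorescence ratio during 140 s after agonist addition; 0% = ACh EC80 plus DMSO and 100% = DMSO alone without agonist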
CHO parental Ca: ATP-evoked calcium signal inhibitors, parental CHO, primary screen, counter-screen for OX1R antagonist project, cell-based, fluorescence, Fluo-8 calcium dye; parental CHO-K1, ATP-induced calcium, Fluo-8 fluorescence; inhibition, % at 5.6 µM; actives 0.63% (n = 330,000); AID 463079, 2010;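 active = inhibition above that plate's mean sample inhibition plus 3 SD, cut at about 26% in these data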;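 note: 0% = ATP-challenged DMSO wells and 100% = DMSO wells without ATP; some compounds past the cut are filed as inactive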
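Assay system – parental CHO cells · Reagent – ATP stimulus · Detection – intracellular calcium via Fluo-8 no-wash fluorescent dye · Evaluation – percent inhibition of ATP-evoked calcium rise, normalized to controls · Controls – ATP wells versus no-ATP DMSO wells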
TAAR1 ag: human TAAR1 agonists, primary screen, Fluo-8 calcium fluorescence, CHO RD-HGA16 cells; Trace amine-associated receptor 1 (Homo sapiens), Q96RJ0; vehicle wells 0%, saturating PEA agonist 100%; activation, % at 3 µM; actives 0.99% (n = 360,000); AID 624467, 2012;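 active = activation above the mean activation of all test compounds in the run plus 3 SD, cut at about 38% in these data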
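Signal – calcium-sensitive Fluo-8 signal, excitation 470-495, emission 515-575 nm · System – RD-HGA16 (CHO) cells co-expressing Gα16 and hTAAR1 · Incubation – 17-24 h seeding, 75 min 37 °C dye, 30 min RT · Compound dosing – 3 µM single concentration · Repeats – no replicates (n 1)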
CHO-K1 Ca PAM: nonselective calcium activators in parental CHO-K1 cells, primary screen, counter-screen for M1 PAM project, cell-based, Fluo-8 calcium fluorescence, full deck, 1536-well | ATP EC20; 0% at ATP EC20, 100% at ATP max | actives 0.02% (n = 360,000) | activation, % at 3 µM;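 active = activation above the run cutoff, the mean activation of all test compounds plus 3 SD, cut at about 40% in these data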;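 note: peak over basal fluorescence ratio in a 140 s read after ATP addition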
CHRM1 agonist: human M1 muscarinic receptor agonists, primary screen, Fluo-8 calcium fluorescence, CHO-K1 cells, HTS; Muscarinic acetylcholine receptor M1 (Homo sapiens), P11229; CHO-K1 hM1, agonist mode; 0% DMSO, 100% acetylcholine EC100; activation, % at 3 µM; actives 0.33% (n = 360,000); AID 588814, 2011;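 active = activation above the run's mean compound activation plus 3 SD, cut at about 16% in these data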;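 note: peak over basal fluorescence ratio within a 140 s kinetic read after compound addition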
CHO-K1 Ca antag: counter-screen for M1 antagonists: effect in parental CHO-K1 cells; ATP-induced calcium, Fluo-8 fluorescence; inhibition, % at 3 µM; actives 0.6% (n = 360,000);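 active = inhibition above a per-plate cutoff, the plate's mean sample inhibition plus 3 SD, cut at about 24% in these data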;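 note: 0% = DMSO plus EC80 ATP and 100% = DMSO alone without ATP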
Active calls of the source: *; . = not tested or not shown.

SMILES	TAAR1 antagonist	M1 ag parental	CHRM1 PAM	CHRM1 antagonist	CHO parental Ca	TAAR1 ag	CHO-K1 Ca PAM	CHRM1 agonist	CHO-K1 Ca antag
O=S1(=O)CCOC[C@H](CC2CCCCC2)N1Cc1cccc(F)c1	-17	-0.3	14	10	-32	11	-1	0	-8
COc1ccc(CN2CCN(C3CCC3)CC2CCO)cc1C (stereo not given)	-12	-0.1	0	-1	-11	2	10	-9	-6
O=C(c1cc(-c2ccc(F)cc2)on1)N1CCN(c2ccc(F)cc2)CC1	0	-0.3	5	-9	-12	5	12	-4	3
CC1(C)Cc2ccccc2/C(=C/C(=O)c2ccccc2)N1	-51	0.2	4	-7	-19	-3	11	-4	-4
COc1ccc(C[C@@H]2CN3C(=NC[C@@H]3C)N2C[C@H](C)NC(=O)c2ccc(C)c(Br)c2)cc1	-2	0.1	-4	9	-26	5	4	-13	-4
Cc1cnc(NC(=O)c2cc(S(=O)(=O)N(C)C)ccc2N2CCCC2)s1	-23	-0.2	13	-15	-14	1	8	-7	16
COc1ccc(N2CCN(C(=O)COC(=O)c3ccc(OC(F)F)cc3)CC2)cc1	11	0.3	10	-13	-13	12	6	0	-15
NC(=O)N/C=C1\CCCOC1=O	-1	0.2	4	-8	.	2	1	-2	1
CC(C(=O)Nc1ccc(O)c(C(=O)O)c1)N1C(=O)/C(=C/c2cccs2)SC1=S (stereo not given)	-7	-0.1	-5	11	-8	1	-12	1	1
CN1CCCN(C(=O)c2ccc(Br)s2)CC1	2	0.3	-3	11	-9	0	-7	-7	-2
O=C(NCc1csc2ccccc12)Nc1cc(Cl)cc(Cl)c1	-6	3.9	-21	33*	5	21	-18	0	13
COc1ccc(-n2nnc3c(SCC(=O)OCc4ccccc4)ncnc32)cc1	-4	0.4	10	-14	-4	12	16	0	-7
COCC1CCN(C(=O)C2CCC(=O)N(CCc3cccc(F)c3)C2)CC1 (stereo not given)	-21	0.5	4	-5	-9	1	9	-2	-6
Nc1nc2ccc(C(=O)Nc3ccccc3)cc2s1	23	0.1	4	4	-17	3	-4	1	2
Cc1ccc(C2=CC(c3cccs3)n3nnnc3N2)cc1 (stereo not given)	14	0.1	-1	7	-17	3	-6	-1	12
CCc1ccc2nc3sc(C(=O)Nc4nnc(CC)s4)c(N)c3cc2c1	-3	0.5	4	1	-5	8	-9	3	3
Nc1nnc(-c2ccc(Cl)cc2Cl)s1	-13	-0.3	4	-3	1	4	3	-5	16
Cn1c2c(c(=O)n(C)c1=O)CN(CC1CCCO1)CN2 (stereo not given)	5	0.1	10	-4	-5	9	7	-2	-7
COc1ccc(-c2nn(-c3ccccc3)cc2/C=N/N=C(N)N)cc1OC	27	-0.1	-4	3	-4	0	0	-7	-1
CC(C)c1ccc(NC(=O)C2=NNC(=O)CC2)cc1	-10	4.7	-7	13	-13	1	6	-3	3

Complete entries, looked up by structure. Order of values: TAAR1 antagonist, M1 ag parental, CHRM1 PAM, CHRM1 antagonist, CHO parental Ca, TAAR1 ag, CHO-K1 Ca PAM, CHRM1 agonist, CHO-K1 Ca antag
Cc1ccc(C2=CC(c3cccs3)n3nnnc3N2)cc1 (stereo not given) in the list: 14, 0.1, -1, 7, -17, 3, -6, -1, 12
COc1ccc(N2CCN(C(=O)COC(=O)c3ccc(OC(F)F)cc3)CC2)cc1 in the list: 11, 0.3, 10, -13, -13, 12, 6, 0, -15
O=C(c1cc(-c2ccc(F)cc2)on1)N1CCN(c2ccc(F)cc2)CC1 in the list: 0, -0.3, 5, -9, -12, 5, 12, -4, 3

Following part
SMILES	TAAR1 antagonist	M1 ag parental	CHRM1 PAM	CHRM1 antagonist	CHO parental Ca	TAAR1 ag	CHO-K1 Ca PAM	CHRM1 agonist	CHO-K1 Ca antag
Nc1nc2n(n1)C(c1ccc(Cl)cc1)CC(c1ccc(F)cc1)N2 (stereo not given)	5	0.3	4	0	-9	5	10	-3	-5
O=S(=O)(c1cccc(NC(=S)NCc2ccco2)c1)N1CCOCC1	-17	0.0	-2	0	-10	4	10	-1	-4
O=C(COC(=O)c1ccc(Cl)cc1)NC1CCCCCC1	9	-0.3	10	-7	12	42*	12	-4	-14
Cc1cccc(NC(=O)CSc2nnc(-c3n[nH]c4ccccc34)o2)c1	13	7.8	2	1	-24	7	24	-5	-7
Cc1ccc(-c2ccc3c(c2)O[C@H](CN(C)C(=O)CC2CC2)[C@H](C)CN([C@@H](C)CO)S3(=O)=O)cc1	-4	0.0	12	-10	.	1	21	-3	-14
CCOC(=O)C1=C(c2ccccc2)NC(=O)NC1c1ccc(O)c(OCC)c1 (stereo not given)	-12	0.1	11	-11	-6	1	-1	-1	-11
O=C1NC[C@@H](CCCCN2C[C@H](Cc3ccc(O)cc3)N(Cc3ccccc3)C(=O)C2=O)N(CCC2CCCCC2)C1=O	-6	1.0	.	.	.	9	17	.	-25
COc1ccc2c(c1OC)C(=O)OC2Nc1nc(-c2ccccc2)cs1 (stereo not given)	3	1.2	11	-11	-3	2	17	-4	-6
COc1ccc(C2CC(c3c(Cl)cccc3Cl)n3nc(N)nc3N2)cc1 (stereo not given)	2	1.9	10	-8	-4	8	14	-9	-3
Cc1cccc(N(CC(=O)Nc2cccnc2)S(C)(=O)=O)c1	-34	1.0	8	-11	10	0	2	-1	-4
CCCc1[nH]nc2c1C(c1ccc(O)c(OC)c1)C(C#N)=C(N)O2 (stereo not given)	-11	0.1	0	-2	-3	3	14	-3	-6
CC1CCN(C(=O)CNS(=O)(=O)c2ccc(Br)s2)CC1	-8	0.5	4	-21	-5	1	10	1	-9
Cc1cccc(-c2nsc(SCC(=O)Nc3nccs3)n2)c1	3	0.1	7	1	-4	0	-3	-1	5
Cc1cccc(C)c1Nc1c(-c2ccccn2)nc2ccccn12	-50	7.2	-12	-5	-30	17	17	-8	-14
COC(=O)CNc1c(-c2ccccc2)nc2ccc(Br)cn12	30	3.0	-4	14	-27	13	16	-1	-6
CC(OC(=O)CN1C(=O)c2ccccc2C1=O)C(=O)c1ccccc1 (stereo not given)	-6	0.6	11	-6	-13	0	5	-3	-6
O=C1CS/C(=N/N=C/c2ccccc2)N1Cc1ccco1	-10	9.3	-5	4	-12	1	7	0	-2
COc1cccc(C(=O)NCC2CCCN2S(=O)(=O)c2ccccc2)c1 (stereo not given)	0	-0.5	-8	14	-30	5	-10	-4	-6
CCC(C)NC(=O)CSC1=Nc2ccccc2C2=NC(CCC(=O)NCc3ccco3)C(=O)N12 (stereo not given)	15	-0.2	-2	2	-4	9	-3	-7	6
Cc1cc(OCC(=O)N2CCC(C(=O)O)CC2)c2c(C)cc(=O)oc2c1	22	-0.5	9	-12	-3	0	9	-2	7
COc1ccccc1-c1cc(C(=O)Nc2cc(C)nn2-c2ccccc2)no1	16	0.1	-9	-3	-27	10	20	-7	-9
COc1ccccc1N1CCN(C(=O)C(NS(=O)(=O)c2cccs2)c2ccccc2)CC1 (stereo not given)	1	1.1	8	-2	-16	9	13	-5	-6
COC(=O)C1CN(C(=O)COc2cccc(C)c2C)c2ccccc2O1 (stereo not given)	1	2.6	-5	18	-20	1	18	-7	2
CCOc1ccc(NC(=O)CSc2nc(=O)n(Cc3cccnc3)c3c2CCC3)cc1	-12	0.6	11	-16	-30	0	-1	-1	-3
CCn1c(SCC(=O)N2CCCCCC2)nc2ccccc2c1=O	-30	1.6	8	-13	-19	0	3	-3	-10
COc1ccc(C(=O)NC(=S)Nc2ccc(CN3CCOCC3)cc2)cc1Br	39	11	-29	24	-7	5	-3	-10	15
CCOC(=O)C1=C(C)OC(N)=C(C#N)C1c1cc2cc(C)ccc2nc1N1CCCCC1 (stereo not given)	-7	-0.2	10	-15	-25	7	12	-3	-2
CSc1ccccc1OCc1cc(C(=O)N[C@H]2CCCCNC2=O)no1	-6	3.6	1	0	-11	7	17	-4	-3
CCOC(=O)CCNC(C)C1COc2ccccc2O1 (stereo not given)	-2	-0.7	-8	21	-1	14	-12	-4	22
CCCCCCn1c(SCC(=O)c2ccccc2)nc2c1c(=O)[nH]c(=O)n2C	5	-0.1	-2	-1	-8	-1	-5	-4	17
Nc1oc2ccccc2c(=O)c1C=O	3	0.2	6	-3	-5	5	4	-2	-4
COc1ccc(/C=N/Nc2nc3ccccc3c(=O)[nH]2)cc1	9	-0.1	2	-5	-26	13	-5	-3	-3
CCc1nc2ccc(C(=O)N3CCN(C(=O)c4ccco4)CC3)cn2c1N(C)Cc1nccs1	-18	-0.1	0	1	.	0	-16	-9	8
CCOc1ccccc1NC(=O)c1ccc(S(=O)(=O)N2CCCCC2)cc1	3	-0.4	-8	14	-25	-2	-11	-6	-3
O=C(O)CCc1nc2ccccc2n(CCc2ccccc2)c1=O	-26	0.1	2	-2	-6	11	6	-1	3
C=CC[C@@H](CC(=O)N(CCO)Cc1ccccc1)C(=O)N[C@@H](COC(=O)[C@H](CC=C)CC(=O)OC(C)(C)C)Cc1c[nH]c2ccccc12	25	-0.1	-3	8	-18	9	12	-6	-12
Cc1ccc(CNC(=O)c2ccc(S(=O)(=O)N3CCCC3)cc2)cc1	5	3.7	8	-20	.	8	18	-2	-10
CC1Cc2cc(S(=O)(=O)N3CCC(C(=O)N4CCN(c5ccccc5F)CC4)CC3)ccc2N1C(=O)C1CC1 (stereo not given)	48	10	-7	22	1	11	-30	5	29*
O=C1N[C@@H](Cc2ccccc2)COC(=O)[C@@H](Cc2ccc(F)cc2)CC/C=C/C[C@@H]1CC(=O)N(CCO)Cc1ccccc1	38	0.9	14	2	-26	17	8	6	-10
CCc1ccc(NC(=O)C(=O)N/N=C(\C)CC(=O)NCCOC)cc1	-6	-0.2	5	-8	2	0	3	-3	-9
CCCCC(=O)N1C/C=C\C(c2ccc(OC)cc2)N(Cc2ccc(F)cc2)C(=O)[C@H]1Cc1ccccc1 (stereo not given in full)	.	-0.6	6	4	-23	.	6	0	-7
COCCN1CCN(C(=O)C2CCC(=O)N(CCc3ccccc3)C2)CC1 (stereo not given)	-3	1.2	11	-19	-14	1	1	-2	-15
O=[N+]([O-])c1cccc(/C=N/N=C\c2ccccc2)c1	-18	0.1	9	-14	.	4	7	0	3
Fc1ccc(-c2cnn3c(-c4cccs4)ccnc23)cc1	-11	0.5	7	-7	.	8	4	-7	-6

High-throughput results from PubChem BioAssay.
